CCR6 antag – CCR6 (human) receptor antagonism | actives 0.49% (n = 340,000) | inhibition, % at 20 µM | CHO-K1 CCR6 PathHunter beta-arrestin, luminescence, CCL20-stimulated | AID 493098 | P51684;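 active = compounds whose inhibition of the agonist-driven luminescence signal at 20 µM reaches about 50%, limit read from the data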;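 also: cells stimulated with CCL20 at 14 nM final; plate controls were DMSO with CCL20 for no effect and DMSO without agonist for full effect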
XBP1 UPR activ – activators of adaptive arm of unfolded protein response (XBP1); CHO-XBP1 luciferase reporter, IRE1-XBP1 UPR activation, luminescence; percent of tunicamycin response, DMSO as zero; actives 0.33% (n = 330,000); activation, % at 20 µM;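 active = versus positive control, 20 µM dose yields 30% or more activation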;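 also: 100% = tunicamycin at 10 µg/mL and 0% = DMSO only wells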
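Signal: luciferase luminescence; Assay system: CHO-XBP1 luciferase reporter cells; Amount: one thousand reporter cells per well; Dosing: 20 µM single concentration, DMSO 1%; Benchmarks: high control tunicamycin 10 µg/mL final, low control DMSO vehicle only; Schedule: 6 h compound exposure at 37 °C, 5% CO2; Evaluation: percent activation relative to tunicamycin reference.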
APJ ag – agonists of human APJ apelin receptor; P35414; CHO-K1 APJ PathHunter beta-arrestin, luminescence; 0% DMSO wells, 100% apelin; actives 0.11% (n = 330,000); activation, % at 20 µM;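 active = activation more than six SD over the plate average, tested at 20 µM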;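 also: 0% = DMSO alone and 100% = apelin-13 at 10 nM; some results filed as inactive read as strong as hits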
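system = engineered CHO-K1 APJ arrestin reporter cells | input = 1000 cells per well | timing = overnight seeding, 90 min compound at 25 °C, 1 h detection | measured by = enzyme-fragment complementation luminescence | read-out = beta-arrestin recruitment to APJ as agonist activity, luminescent signal | control set = negative DMSO alone, positive Apelin-13 at 10 nM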
EBI2 block – antagonists of human EBI2 receptor; actives 0.81% (n = 360,000); EBI2 beta-arrestin recruitment, luminescence, 7a,25-OHC stimulated; AID 651636; P32249; inhibition, % at 5 µM; in the data active = inhibition above about 38%;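 also: enzyme fragment complementation signal reports receptor beta-arrestin coupling in cells; 0% = agonist plus DMSO wells and 100% = wells without agonist; some results beyond the cut were filed as inactive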
APJ antagonist – APJ receptor antagonism. CHO-K1 APJ beta-arrestin complementation, luminescence. P35414. actives 0.32% (n = 330,000). inhibition, % at 20 µM;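 active = inhibition above about 40% at 20 µM, limit read from the data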;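 also: cells challenged with 10 nM apelin-13 agonist together with compound; plate controls were apelin-13 plus DMSO wells for no effect and DMSO wells lacking apelin-13 for full effect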
CXCR6 block – inhibitors of human CXCR6 receptor; CHO-K1 PathHunter CXCR6 beta-arrestin, luminescence; inhibition, % at 20 µM; actives 0.36% (n = 360,000); AID 602244; in the data active = inhibition above about 34%, passing the limit was not always enough;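 also: antagonist mode with CXCL16 agonist at 10 nM final; 0% = 10 nM CXCL16 with DMSO and 100% = unstimulated wells without agonist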
tim23-1 inh – inhibits growth of tim23-1 mutant yeast | AID 463212 | actives 1.3% (n = 330,000) | inhibition, % at 20 µM | S. cerevisiae tim23-1 growth, BacTiter-Glo luminescence, 24 h;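 active = growth inhibition of the mutant yeast at or above 50%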;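 also: temperature-sensitive mutant grown at 25 °C; plate controls were DMSO-treated mutant yeast for no effect and medium wells lacking yeast for full effect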
Mdm2 MdmX PPI – disrupts the human Mdm2-MdmX interaction; O15151+Q00987; SaOS-2 split-luciferase Mdm2/MdmX complementation, luminescence; inhibition, % at 8 µM; actives 3% (n = 330,000);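 active = inhibition of at least 50% at 8 µM in the primary screen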
Target sequence (O15151 whole entry, looked up): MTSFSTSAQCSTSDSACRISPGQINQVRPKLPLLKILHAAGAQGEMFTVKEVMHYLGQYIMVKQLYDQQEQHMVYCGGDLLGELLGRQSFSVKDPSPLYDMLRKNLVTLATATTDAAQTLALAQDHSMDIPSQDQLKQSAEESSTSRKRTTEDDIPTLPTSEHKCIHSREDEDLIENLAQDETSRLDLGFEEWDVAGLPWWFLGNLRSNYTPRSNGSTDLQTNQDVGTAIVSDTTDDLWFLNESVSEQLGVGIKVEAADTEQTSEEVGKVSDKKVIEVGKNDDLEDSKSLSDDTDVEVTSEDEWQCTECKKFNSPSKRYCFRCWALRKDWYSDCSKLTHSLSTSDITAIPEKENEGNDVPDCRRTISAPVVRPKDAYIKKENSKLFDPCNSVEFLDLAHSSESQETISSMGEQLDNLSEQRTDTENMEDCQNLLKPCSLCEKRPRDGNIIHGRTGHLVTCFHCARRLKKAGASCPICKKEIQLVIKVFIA
Target sequence (Q00987 whole entry, looked up): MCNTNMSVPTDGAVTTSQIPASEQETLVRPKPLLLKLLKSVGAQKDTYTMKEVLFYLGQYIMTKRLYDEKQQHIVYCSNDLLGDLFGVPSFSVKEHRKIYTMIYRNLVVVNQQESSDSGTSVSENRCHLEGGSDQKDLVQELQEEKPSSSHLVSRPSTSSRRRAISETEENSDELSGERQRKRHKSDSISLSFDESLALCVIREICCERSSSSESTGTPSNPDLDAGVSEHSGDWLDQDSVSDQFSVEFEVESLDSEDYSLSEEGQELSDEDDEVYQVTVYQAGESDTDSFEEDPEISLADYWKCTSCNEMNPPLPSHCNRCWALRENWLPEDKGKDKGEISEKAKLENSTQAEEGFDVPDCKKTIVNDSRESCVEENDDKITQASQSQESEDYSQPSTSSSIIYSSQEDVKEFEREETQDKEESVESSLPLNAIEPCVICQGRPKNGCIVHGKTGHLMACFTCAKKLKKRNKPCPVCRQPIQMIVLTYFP
CHOP UPR activ – activators of apoptotic arm of unfolded protein response (CHOP). CHO-CHOP luciferase reporter, UPR activation, luminescence; percent of tunicamycin response over DMSO baseline. activation, % at 10 µM. actives 0.34% (n = 330,000). AID 449763;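 active = at 10 µM dose, activation of 40% or more, normalized to positive control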;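 also: 100% = tunicamycin at 10 µg/mL and 0% = DMSO alone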
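measured by = luciferase luminescence | assay system = CHO-CHOP cells, stable luciferase reporter of PERK-eIF2a-CHOP signalling | amount = 500 reporter cells seeded per well | timing = 6 h compound exposure at 37 °C after overnight seeding | controls = positive tunicamycin 10 µg/mL, negative DMSO alone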
The depositor's hits bear a star; nt = no result given.

SMILES | CCR6 antag | XBP1 UPR activ | APJ ag | EBI2 block | APJ antagonist | CXCR6 block | tim23-1 inh | Mdm2 MdmX PPI | CHOP UPR activ
COc1ccc(OC)c(CCNC(=O)CC2Oc3ccccc3NC2=O)c1 (stereo not given) | -1.5 | -3.2 | 7.6 | -6.3 | 4.9 | 0.8 | 12.4 | -11.7 | -2.0
CCC(OCC(O)CN1CCN(CCN2C(=O)c3cccc4cccc(c34)C2=O)CC1)c1ccccc1 (stereo not given) | -2.9 | -2.8 | -2.0 | 0.7 | 9.0 | -4.7 | -2.9 | 25.8 | -0.1
CN(Cc1ccccc1)C(=O)CN(c1ccc(F)cc1)S(=O)(=O)c1ccc2c(c1)OCCO2 | 31.6 | -0.4 | 1.8 | -6.6 | -1.4 | -4.9 | 25.9 | -1.8 | -2.4
Cc1onc(-c2ccc(Cl)cc2)c1-c1ccnc(SCC(=O)Nc2cc(Cl)cc(Cl)c2)n1 | 12.9 | 0.6 | -4.1 | 26.9 | -5.3 | 0.0 | 13.4 | 4.5 | 1.8
O=C(Nc1cccnc1)OC1CCCC1 | 9.2 | 1.9 | 2.1 | 3.6 | -0.5 | -0.2 | 15.8 | -12.9 | 0.7
Cc1cccc(N(C(=O)c2nsc(Cl)c2Cl)C(C(=O)NC2CCCC2)c2ccc(O)cc2)c1C (stereo not given) | 25.7 | 0.7 | 0.3 | 10.3 | -23.3 | -6.7 | 19.6 | 10.5 | -1.6
CCOC(=O)C1CCN(C(=O)C2(NC(=O)Nc3cccc(F)c3)CCCCC2)CC1 | -11.9 | 0.4 | -2.9 | 3.1 | -3.2 | -3.4 | 0.0 | 17.2 | -1.4
O=[N+]([O-])c1ccc(-n2cccc2/C=N/Nc2nc(N3CCCCC3)nc(N3CCCCC3)n2)cc1 | nt | 3.8 | -0.9 | nt | 10.2 | nt | -10.6 | 22.4 | 5.3
CC(C)CN(C(=O)COC(=O)c1ccc([N+](=O)[O-])o1)C1CCS(=O)(=O)C1 (stereo not given) | -7.7 | -0.5 | 3.6 | -7.2 | -62.7 | -22.0 | -0.7 | 7.4 | 10.6
CNC(=O)NC(=O)C(C)OC(=O)c1c(C)noc1C (stereo not given) | 11.4 | 0.7 | -1.9 | 5.2 | 13.5 | -11.7 | -1.1 | 0.7 | -1.1
COC(=O)c1ccc(Cl)c(NC(=O)CN(c2ccccc2)S(=O)(=O)c2ccc(OC)cc2)c1 | -1.9 | 0.1 | 0.5 | 26.4 | -13.0 | -0.4 | 18.2 | 0.8 | -0.3
COC(=O)c1nnn(CC(=O)NC(=O)Nc2c(C)cccc2C)c1C(=O)OC | 4.3 | 0.0 | -3.4 | -9.1 | 3.6 | -2.9 | 1.5 | -14.6 | 0.3
CCOC(=O)Cc1csc(SCc2nc3ccccc3c(=O)[nH]2)n1 | -6.8 | -3.5 | -0.6 | -3.4 | 7.2 | -7.2 | 3.2 | 14.3 | -3.1
N#Cc1ccc(NC(=O)c2cc(S(=O)(=O)N3CCOCC3)ccc2N2CCCC2)cc1 | 21.0 | 1.1 | -1.8 | 8.6 | 10.2 | 7.7 | 16.8 | 37.6 | 2.6
CN(Cc1ccc(Cl)c(Cl)c1)C(=O)C1=CC=CN2CCS(=O)(=O)N=C12 | -8.2 | -5.1 | -2.2 | 6.9 | 5.9 | -4.0 | -1.7 | 17.5 | -1.8
O=c1c2c3n(c(=O)nc2[nH]n1-c1ccccc1)CCCCC3 | -15.4 | -3.5 | -2.8 | 7.3 | 0.5 | 8.3 | -2.9 | 7.7 | -1.3
O=C(COC(=O)c1cccc(S(=O)(=O)N2CCCC2)c1)Nc1ccccc1 | -1.4 | -0.9 | -3.4 | -8.1 | -10.4 | 1.4 | 14.4 | 8.6 | -1.5
CC(CC(=O)N1CCN(S(=O)(=O)c2ccc([N+](=O)[O-])cc2)CC1)c1ccccc1 (stereo not given) | 5.2 | 0.0 | 0.6 | -7.3 | -86.0 | -16.4 | 31.7 | -1.4 | -1.1
Cc1ccc(-n2c(-c3ccco3)nc3nc4ccccc4nc32)cc1 | 3.9 | -0.8 | -1.9 | -12.4 | 7.7 | -1.4 | 0.8 | 4.3 | 1.2
COCCn1nnnc1C(c1ccccc1)N1CCN(C(=O)c2ccco2)CC1 (stereo not given) | 2.0 | 1.8 | -1.6 | 0.4 | 1.8 | -1.0 | -0.1 | 12.5 | -0.4
Cn1c2ccccc2c(=O)c2ccc(F)cc21 | 9.1 | 1.9 | -1.6 | 0.6 | 6.8 | -3.2 | 18.5 | 3.7 | 2.3
COc1ccc(CNC(=O)CCS(=O)(=O)c2cc3c(cc2Cl)NC(=O)CO3)cc1 | 6.9 | -1.4 | -8.3 | -1.2 | -11.2 | -1.0 | 4.4 | 10.9 | 2.8
O=C(Nc1ccc(N2CCOCC2)c(Cl)c1)c1c(F)c(F)c(F)c(F)c1F | -3.6 | -1.6 | -3.7 | 3.2 | 0.6 | -10.2 | 24.3 | 56.9* | -1.7
CCCOc1ccc(-c2nnc(-c3cccs3)o2)cc1 | -5.5 | -5.1 | -2.8 | 3.9 | 21.6 | -2.8 | 18.1 | -47.4 | 0.9
O=c1c2ccccc2c(C=NCCc2ccccc2)c(O)n1Cc1ccccc1 | 41.8 | -3.9 | 0.3 | -4.1 | 12.9 | 14.5 | 45.2 | 23.7 | 2.3

8 entries from above, with values under each structure.
Every second line gives: CCR6 antag	XBP1 UPR activ	APJ ag	EBI2 block	APJ antagonist	CXCR6 block	tim23-1 inh	Mdm2 MdmX PPI	CHOP UPR activ
- O=[N+]([O-])c1ccc(-n2cccc2/C=N/Nc2nc(N3CCCCC3)nc(N3CCCCC3)n2)cc1
  nt	3.8	-0.9	nt	10.2	nt	-10.6	22.4	5.3
- CC(C)CN(C(=O)COC(=O)c1ccc([N+](=O)[O-])o1)C1CCS(=O)(=O)C1 (stereo not given)
  -7.7	-0.5	3.6	-7.2	-62.7	-22.0	-0.7	7.4	10.6
- CNC(=O)NC(=O)C(C)OC(=O)c1c(C)noc1C (stereo not given)
  11.4	0.7	-1.9	5.2	13.5	-11.7	-1.1	0.7	-1.1
- COC(=O)c1ccc(Cl)c(NC(=O)CN(c2ccccc2)S(=O)(=O)c2ccc(OC)cc2)c1
  -1.9	0.1	0.5	26.4	-13.0	-0.4	18.2	0.8	-0.3
- COC(=O)c1nnn(CC(=O)NC(=O)Nc2c(C)cccc2C)c1C(=O)OC
  4.3	0.0	-3.4	-9.1	3.6	-2.9	1.5	-14.6	0.3
- CCOC(=O)Cc1csc(SCc2nc3ccccc3c(=O)[nH]2)n1
  -6.8	-3.5	-0.6	-3.4	7.2	-7.2	3.2	14.3	-3.1
- N#Cc1ccc(NC(=O)c2cc(S(=O)(=O)N3CCOCC3)ccc2N2CCCC2)cc1
  21.0	1.1	-1.8	8.6	10.2	7.7	16.8	37.6	2.6
- CN(Cc1ccc(Cl)c(Cl)c1)C(=O)C1=CC=CN2CCS(=O)(=O)N=C12
  -8.2	-5.1	-2.2	6.9	5.9	-4.0	-1.7	17.5	-1.8

Screening data as filed in PubChem BioAssay.

These rows are one share of the data; count on the stated rates, not on these rows.
